Growth percent in the NCI-60 one-dose screen (48 h, 10 µM unless noted): 100 = growth as untreated, 0 = no growth, -100 = all killed.
SF-295: SF-295 CNS cancer cells. hit rate 5.6% among 79,000. AID 1794758
SNB-75: SNB-75 CNS cancer; hit rate 5% among 79,000; AID 1794750
SNB-19: SNB-19 CNS cancer cells; hit rate 2.5% among 81,000
SF-268: SF-268 CNS cancer cells. hit rate 3.1% among 82,000. AID 1794759
PC-3: PC-3 prostate cancer cells | AID 1794754 | hit rate 3.9% among 80,000
U251: U251 CNS tumor cells. hit rate 5.4% among 80,000
DU-145: DU-145 prostate cancer | AID 1794760 | hit rate 4.2% among 81,000
SF-539: SF-539 CNS cancer | hit rate 6.8% among 81,000
HCC-2998: HCC-2998 colon cancer. hit rate 4.7% among 79,000
Numbers without * were called inactive; . = no result given; & = joins results of further samples. The calls were made as follows: active = growth percent below 10; inactive = the rest.

SMILES | SF-295 | SNB-75 | SNB-19 | SF-268 | PC-3 | U251 | DU-145 | SF-539 | HCC-2998
C/C(=N\NC(=O)CSc1nc2ccccc2c(=O)n1Cc1ccc(S(N)(=O)=O)cc1)c1ccccc1 | 108.9 | 93.2 | 97.6 | 86.0 | 102.1 | 85.6 | 107.1 | 96.1 | 117.2
Nc1cccc2cn[nH]c12 | 100.6 | 85.9 | 109.0 | 103.1 | 84.5 | 92.4 | 96.0 | 104.3 | 105.9
Cc1nc2ccccc2nc1NNC(=O)Nc1cccc(Cl)c1 | 111.4 | 74.9 | 97.3 | 84.9 | 73.5 | 91.7 | 78.4 | 97.4 | 109.4
CC[C@H](CC[C@@H](C)[C@H]1CC[C@H]2[C@@H]3CC[C@@H]4CC(=O)/C(=C\c5ccncc5)C[C@]4(C)[C@H]3CC[C@]12C)C(C)C | 99.2 | 99.4 | 99.2 | 107.4 | 92.6 | 96.3 | 109.0 | 103.5 | 104.1
C[C@]12CCC(=O)C=C1CC[C@@H]1[C@@H]2[C@@H](O)C[C@]2(C)/C(=C\CO)CC[C@@H]12 | 125.0 | 96.3 | 105.4 | 109.3 | 91.6 | 97.1 | 130.1 | 98.8 | 85.0
Cc1ccc(C(=O)Nc2ccc(CCN3CCOCC3)cc2)cc1Nc1ncnc2nc[nH]c12 | 96.5 | 84.8 | 109.4 | 98.4 | 102.3 | 106.3 | 104.8 | 96.6 | 97.5
CC1CCN(CCOc2ccc(CNc3ccc4nc(CCC5CCCCC5)[nH]c4c3)cc2)CC1 | -45.9* | 59.7 | 62.3 | 57.4 | 40.3 | -11.2* | 50.9 | -67.9* | -50.5*
OC(COc1ccc(Cl)cc1)CN1CCCCC1 (configuration not stated) | 114.3 | . | 108.0 | 125.2 | 101.1 | 108.3 | 138.7 | 115.2 | 111.3
CC1(C)C(=Nc2ccccc2)C(C)(C)C1=Nc1ccccc1 | 109.1 | 91.2 | 112.1 | 101.8 | 95.3 | 104.8 | 111.5 | 108.3 | 109.9
Cc1cccc(Nc2ccccc2C(=O)O)c1C | 105.1&100.6 | 116.3&108.9 | 111.2&109.3 | 117.9&107.3 | 100.6&97.9 | 103.7&101.7 | 125.5&111.1 | 104.8&105.4 | 108.7&108.8
CC1=C[C@@H]2c3c(c(O)c(O)c4oc5cc(O)cc(O)c5c(=O)c34)[C@@H](c3cc(O)c(O)c4oc5cc(O)cc(O)c5c(=O)c34)[C@@H]2C(C)(C)C1 | -26.7* | 16.7 | 7.8* | 3.5* | 2.8* | -8.7* | 20.7 | -5.8* | -34.5*
COc1cc(-c2ccc(NC(=O)NCN3CCOCC3)c(OC)c2)ccc1NC(=O)NCN1CCOCC1 | 104.7 | 97.0 | 96.5 | 98.9 | 99.6 | 95.1 | 108.4 | 101.2 | 102.2
Cc1ccc(NC2CC(=O)N(c3c(C)cc(C)cc3C)C2=O)c(C)c1 (configuration not stated) | 110.6 | 105.3 | 92.6 | 101.0 | 95.3 | 95.8 | 104.9 | 102.4 | 111.9
Cc1ccc(C(=O)Nc2cccc(C#Cc3cccc4[nH]nc(N)c34)c2)cc1C(F)(F)F | 78.1 | 88.4 | 113.0 | 60.8 | 69.8 | 81.5 | 78.4 | 8.5* | 51.0
CC(C)=CCC1=C(O)c2ccccc2C(=O)C1=O | 58.5 | 21.2 | 57.4 | 50.7 | 32.1 | 19.4 | 83.1 | 55.0 | 77.6
CC(=O)c1ccc(Oc2nccc(-c3ccc(Cl)cc3)n2)cc1 | 89.8 | 94.0 | 93.4 | 108.2 | 97.4 | 91.7 | 92.9 | 80.4 | 113.4
Cc1c(C(=O)NCCc2ccc(N3CCC[C@H]3C)cc2)[nH]c2ccc(Cl)cc2c1=O | 60.1 | 81.6 | 85.2 | 87.3 | 74.3 | 81.9 | 96.4 | 82.2 | 104.7
O=C1NC(=S)S/C1=C\c1cn(-c2ccccc2)nc1-c1ccc([N+](=O)[O-])cc1 | 5.2* | 34.5 | 18.7 | 42.7 | 11.2 | 9.3* | 36.9 | 21.0 | 22.4
CCOC(=O)c1cc2c(n1Cc1ccc(OC)cc1)-c1[nH]c(=O)c(S(=O)(=O)c3ccccc3)cc1CCC2 | 93.6 | 95.0 | 93.0 | 101.6 | 86.9 | 95.4 | 107.0 | 109.2 | 102.9
O=C(CNc1nc(-c2ccccc2)cs1)Nc1ccccc1Cl | 79.0 | 88.2 | 86.9 | 92.3 | 81.7 | 101.6 | 93.7 | 77.8 | 85.0
CSc1nc(Nc2ccc(S(=O)(=O)NC(C)=O)cc2)c(C#N)c(-c2cccc([N+](=O)[O-])c2)n1 | 106.0 | 48.7 | 97.9 | 92.9 | 98.3 | . | 108.8 | 97.3 | 116.9
O=C(O)c1ncc(Cl)cc1Cl | 94.7 | 82.2 | 100.7 | 100.9 | 84.5 | 92.1 | 105.0 | 91.1 | 99.2
CC(C)COC(=O)COC(=O)OCCOCCOC(=O)OCC(=O)OCC(C)C | 114.8 | 102.5 | 100.8 | 93.5 | 94.8 | 94.9 | 95.3 | 80.5 | 101.1
C[N+]1(Cc2ccc([N+](=O)[O-])cc2)CCC(CCCCCCCC2CC[N+](C)(Cc3ccc([N+](=O)[O-])cc3)CC2)CC1 (configuration not stated) | 78.7 | 76.0 | 94.0 | 97.5 | 75.4 | 83.5 | 97.1 | 92.9 | 113.0
CC(NC(C)c1ccccc1)c1ccccc1 (configuration not stated) | 96.8 | 84.6 | 103.6 | 102.0 | 96.9 | 92.5 | 114.5 | 101.1 | 95.3

Some of the entries so far, tab-delimited:
SMILES	SF-295	SNB-75	SNB-19	SF-268	PC-3	U251	DU-145	SF-539	HCC-2998
O=C1NC(=S)S/C1=C\c1cn(-c2ccccc2)nc1-c1ccc([N+](=O)[O-])cc1	5.2*	34.5	18.7	42.7	11.2	9.3*	36.9	21.0	22.4
CCOC(=O)c1cc2c(n1Cc1ccc(OC)cc1)-c1[nH]c(=O)c(S(=O)(=O)c3ccccc3)cc1CCC2	93.6	95.0	93.0	101.6	86.9	95.4	107.0	109.2	102.9
O=C(CNc1nc(-c2ccccc2)cs1)Nc1ccccc1Cl	79.0	88.2	86.9	92.3	81.7	101.6	93.7	77.8	85.0
CSc1nc(Nc2ccc(S(=O)(=O)NC(C)=O)cc2)c(C#N)c(-c2cccc([N+](=O)[O-])c2)n1	106.0	48.7	97.9	92.9	98.3	.	108.8	97.3	116.9
O=C(O)c1ncc(Cl)cc1Cl	94.7	82.2	100.7	100.9	84.5	92.1	105.0	91.1	99.2
CC(C)COC(=O)COC(=O)OCCOCCOC(=O)OCC(=O)OCC(C)C	114.8	102.5	100.8	93.5	94.8	94.9	95.3	80.5	101.1
C[N+]1(Cc2ccc([N+](=O)[O-])cc2)CCC(CCCCCCCC2CC[N+](C)(Cc3ccc([N+](=O)[O-])cc3)CC2)CC1 (configuration not stated)	78.7	76.0	94.0	97.5	75.4	83.5	97.1	92.9	113.0

(next part)
SMILES | SF-295 | SNB-75 | SNB-19 | SF-268 | PC-3 | U251 | DU-145 | SF-539 | HCC-2998
O=C(CSc1nc2ccccc2c(=O)n1-c1ccccc1)c1cc2ccccc2oc1=O | 98.0 | 77.6 | 95.4 | 95.3 | 85.7 | 104.4 | 103.9 | 91.2 | 108.8
c1ccc(-n2cc(COc3ncnc4c3cnn4-c3ccccc3)nn2)cc1 | 101.9 | 89.8 | 97.4 | 101.3 | 103.9 | 103.1 | 108.8 | 100.2 | 111.9
c1ccc2c([C@H]3C[C@H](c4c[nH]c5ccccc45)c4[nH]c5ccccc5c43)c[nH]c2c1 | 92.0 | 80.8 | 102.0 | 81.2 | 81.1 | 98.1 | 99.6 | 100.5 | 99.2
Cc1ccc2c(c1)C(=O)/C(=C/c1ccc([N+](=O)[O-])cc1)S2 | 98.2 | 81.3 | 92.4 | 96.4 | 94.5 | 77.8 | 104.5 | 96.6 | 103.3
COC(=O)C1CCN(c2ncnc3cc(OC)c(OC)cc23)CC1 | 106.5 | 84.5 | 104.7 | 96.9 | 94.7 | 99.7 | 104.2 | 101.0 | 104.7
O=C(COc1ccc(NC(=O)Nc2ccc(Cl)cc2)cc1)N/N=C/c1cccc(O)c1 | 89.6 | 88.4 | 95.8 | 97.2 | 97.0 | 99.7 | 99.6 | 98.0 | 111.7
CC(C)(C)NC1=NCCNC(c2ccccc2)=C1 | 99.8 | 94.1 | 103.7 | 104.5 | 95.4 | 100.9 | 112.7 | 104.0 | 113.5
COc1cc(OC)c2c(c1)O[C@@]1(OCCCc3ccccc3)[C@H](c3ccccc3)C[C@@H](O)[C@@]21O | 99.7 | 90.4 | 94.2 | 91.9 | 89.1 | 96.2 | 105.5 | 103.5 | 110.5
S=c1cc[nH]c(=S)[nH]1 | 105.7 | 100.1 | 95.7 | 103.8 | 91.2 | 91.7 | 111.6 | 99.2 | 108.6
CCOc1ccc2nc(N3CN(c4cc(OC)c(OC)c(OC)c4)c4ncccc4C3=O)sc2c1 | 102.6 | . | 90.8 | 90.3 | 90.0 | 109.2 | 109.0 | 65.0 | 94.2
COC(=O)c1c(C(=O)OC)c2ccc3c4ccccc4ccc3n2c1C(=O)C(F)(F)F | 106.6 | 92.0 | 101.1 | 104.9 | 95.6 | 94.5 | 111.8 | 101.6 | 111.3
CSCCC1NC(=O)C(CC(N)=O)NC(=O)C2CCCN2C(=O)C2CSSCC(NC(=O)CNC(=O)C3CSSCC(NC(=O)CNC(=O)C(CCCNC(=N)N)NC1=O)C(=O)NCC(=O)NC(C(C)C)C(=O)NC1CSSCC(NC(=O)C(Cc4ccccc4)NC(=O)C(CCCNC(=N)N)NC(=O)C(NC(=O)CNC(=O)C(C)NC(=O)C4CCCN4C(=O)C(N)CC(N)=O)CSSCC(C(=O)NC(CCCCN)C(=O)NC(Cc4ccccc4)C(=O)O)NC1=O)C(=O)N3)C(=O)N2 (configuration not stated) | 105.2 | 102.8 | 108.1 | 119.7 | 112.1 | 107.9 | 110.3 | 102.6 | 123.5
CCCCNc1nc(NN2C(=O)c3cccc4cccc(c34)C2=O)nc(-n2cnc3ccccc32)n1 | 88.9 | 85.8 | 86.9 | 89.9 | 77.4 | 69.3 | 98.6 | 75.9 | 105.2
OC(c1ccc(Cl)cc1)C(Nc1ccccc1)c1ccc(Cl)cc1 (configuration not stated) | 115.4 | 83.7 | 102.3 | 105.5 | 89.5 | 98.4 | 103.6 | 102.6 | 101.2
Cc1ccc2c(c1)c(-c1nc(-c3c[nH]c4ncccc34)cs1)cn2C(=O)OC(C)(C)C | 71.0 | 80.5 | 103.6 | 122.0 | 53.9 | 69.9 | 86.4 | 81.1 | 92.4
COC(=O)c1[nH]cnc1/N=N/N(C)CCO | 112.2 | 79.0 | 103.1 | 93.0 | 108.8 | 103.5 | 110.5 | 95.0 | .
COc1cc2c(c(OC)c1OC)C(=O)CC(c1cccc(NC(=O)[C@@H](N)CC(C)C)c1)O2 (some centres not stated) | 101.1 | 97.8 | 91.2 | 95.1 | 97.2 | 95.3 | 100.1 | 97.3 | 116.7
CC1Cc2ccccc2N1 (configuration not stated) | 96.3 | 76.6 | 101.9 | 104.4 | 81.1 | 104.2 | 107.7 | 99.2 | 105.4
O=C(Nc1ccc(F)c(F)c1)c1cc(-c2ccc(F)cc2F)ccc1O | -23.4* | -0.3* | 12.5 | 16.3 | 8.3* | 11.4 | 18.5 | 12.5 | 15.5
N#CC(C#N)=NNc1cccc2c1C(=O)c1ccccc1C2=O | 105.3 | 93.9 | 100.5 | 98.0 | 94.6 | 101.2 | 105.2 | 112.4 | 99.2
O=C(c1ccc(Cl)cc1)c1ccccc1Cl | 92.3 | 100.4 | 85.1 | 111.4 | 93.4 | 98.3 | 123.1 | 89.0 | 92.6
COc1ccc(-c2cc(-c3cccnc3)[nH]c(=O)c2C#N)cc1OC | 100.0 | 88.4 | 105.3 | 100.4 | 91.8 | 101.5 | 107.0 | 101.2 | 111.0
O=C(OCc1ccccc1)c1ccccc1C(=O)OCc1ccccc1 | 108.3 | . | 86.8 | 108.8 | 97.3 | 93.1 | 117.8 | 108.5 | 98.8
Cn1cc2c(c1-c1ccccc1)CCc1cnc(N)nc1-2 | 125.4 | 99.6 | 101.0 | 102.8 | . | 106.2 | 114.6 | 132.3 | 112.0
O=C1c2cccc3c(-c4ccccc4)ccc(c23)C(=O)N1c1nc2ccccc2s1 | 92.6 | 100.7 | 85.8 | 92.8 | 87.7 | 100.7 | 115.8 | 98.5 | 99.3
CC(=O)Nc1ccc(Sc2ccc(NC(C)=O)cc2)cc1 | 101.7 | 84.1 | 106.2 | 101.8 | 65.5 | 95.9 | 101.9 | 92.0 | 97.2
CCCS(=O)(=O)Oc1ccc(-c2cn3ccsc3n2)cc1 | 93.2 | 97.7 | 98.2 | 101.7 | 98.6 | 100.8 | 95.7 | 104.1 | 98.1
O=C1c2cccc3cccc(c23)C(=O)N1C/C=C/c1ccc2c3c(cccc13)C(=O)N(CCN1CCNCC1)C2=O | 105.2 | 82.8 | 96.2 | 91.3 | 97.5 | 99.7 | 107.2 | 100.9 | 108.8
CCOc1ccc(-n2nnc3cnc(Nc4cnn(CC)c4)nc32)cc1 | 96.2 | 55.4 | 100.2 | 87.3 | 76.6 | 75.7 | 97.5 | 68.0 | 102.7
COc1ccc2nccnc2c1 | 98.4 | 92.7 | 99.3 | 106.1 | 96.7 | 102.4 | 112.7 | 94.5 | 85.2

Source: PubChem
